Source: PubChem BioAssay
ERa SRC1 inh: ER-alpha (human) coactivator binding inhibition | TR-FRET ER-alpha LBD / SRC-1 peptide, estradiol-bound | 86,000 compounds, 1.7% hits | inhibition, % at 25.6 µM; in the data active = inhibition above about 50%;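 note: 0% = receptor plus peptide control and 100% = peptide only without receptor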
Target sequence (P03372 whole entry, looked up, the tested form may be a part): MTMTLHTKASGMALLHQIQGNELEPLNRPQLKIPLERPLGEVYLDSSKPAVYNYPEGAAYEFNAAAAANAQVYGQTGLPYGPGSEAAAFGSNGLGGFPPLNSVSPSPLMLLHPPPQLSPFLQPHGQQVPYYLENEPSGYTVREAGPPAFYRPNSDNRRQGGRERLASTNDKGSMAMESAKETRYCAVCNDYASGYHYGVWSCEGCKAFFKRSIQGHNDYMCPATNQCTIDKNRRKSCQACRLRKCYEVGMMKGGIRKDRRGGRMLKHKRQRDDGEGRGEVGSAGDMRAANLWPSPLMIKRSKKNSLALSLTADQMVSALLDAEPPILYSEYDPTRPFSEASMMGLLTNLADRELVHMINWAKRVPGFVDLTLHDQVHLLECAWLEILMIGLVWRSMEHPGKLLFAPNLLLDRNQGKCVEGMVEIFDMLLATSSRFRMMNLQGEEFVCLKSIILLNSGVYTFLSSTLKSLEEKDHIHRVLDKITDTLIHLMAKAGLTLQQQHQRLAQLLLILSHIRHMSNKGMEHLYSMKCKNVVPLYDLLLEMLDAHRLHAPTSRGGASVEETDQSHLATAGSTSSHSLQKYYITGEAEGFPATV
Rev-RRE block: inhibitors of HIV-1 Rev-RRE RNA interaction; P05866; 97,000 compounds, 0.79% hits; Rev peptide-RRE RNA binding, FRET; AID 704; inhibition, % at 8 µM;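 active = inhibition above the screen-wide mean plus 3 SD, cut at about 35% in these data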;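 note: 0% = median DMSO wells and 100% = median Neomycin B control wells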
Target sequence (P05866 whole entry, looked up): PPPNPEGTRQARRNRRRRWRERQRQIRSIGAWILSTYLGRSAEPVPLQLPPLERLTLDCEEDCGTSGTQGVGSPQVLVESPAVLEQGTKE
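Test system – labelled RRE RNA duplex and labelled Rev peptide · Reagent – labelled Rev peptide · Doses – one concentration, 8 µM nominal · Incubation – 5 + 15 min at 25 °C · Signal – FRET fluorescence readout · Read-out basis – % inhibition of FRET ratio versus controls · Control set – DMSO wells as 0% and neomycin B wells as 100% inhibition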
ERa SRC1 pot: ER-alpha (human) coactivator binding potentiation; TR-FRET ERalpha-LBD/SRC-Cy5 coactivator binding, 2 h; 100 = basal binding, no effect; coactivator binding (% of control), % at 25.6 µM; 86,000 compounds, 1.3% hits; in the data active = activity above about 200%;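 note: binding measured in presence of low estradiol as agonist stimulus; 0% = peptide alone without receptor and 100% = receptor with peptide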
FAK blocker: FAK (human) kinase inhibition; AID 727; 97,000 compounds, 0.84% hits; inhibition, %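 (tested at 7 µM)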; Q05397; biochemical FAK kinase activity assay; in the data active = inhibition above about 19%;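 note: 0% = DMSO and 100% = reference compound high control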
Mac1 fbg enh: enhancers of human CD11b/CD18 binding to fibrinogen; activation, % at 10 µM; 93,000 compounds, 0.07% hits; P05107+P11215; K562 CD11b/CD18 adhesion to fibrinogen, ATPlite luminescence;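 active = 10 µM primary screen giving 50% or more activity, confirmed by 40% or more on retest at that dose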; note: strong numbers were not always called active
CD11b adhes inh: inhibitors of human CD11b/CD18 binding to fibrinogen | K562 CD11b/CD18 adhesion to fibrinogen, ATPlite luminescence; Mn2+ added to activate the integrin | inhibition, % at 10 µM | 93,000 compounds, 0.54% hits;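 active = primary inhibition of 50% or more at 10 µM, then 40% or more on retest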; note: some results filed as inactive read as strong as hits
ERb coact inh: blocks coactivator binding to human estrogen receptor beta; AID 633; 86,000 compounds, 1.3% hits; TR-FRET ER-beta LBD / SRC1-Cy5 peptide binding; receptor agonist-loaded with 1 µM estradiol; inhibition, % at 25.6 µM;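 active = compounds whose percent inhibition of the receptor-coactivator binding signal exceeds about 50% in the single-dose screen, limit read from the data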;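 note: 0% = receptor plus peptide wells without compound and 100% = peptide-only wells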
PLK1 kinase inh: inhibitors of human PLK1 kinase | P53350 | recombinant PLK1 kinase, TR-FRET peptide phosphorylation | inhibition, % at 10 µM | 97,000 compounds, 0.53% hits;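 active = inhibition of 50% or more in the single-concentration screen; inactive = inhibition below 50%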;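 note: 0% = DMSO max control and 100% = H-89 dihydrochloride min control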
Plk1 PBD FP: blocks phosphopeptide binding to human Plk1 polo box domain; P53350; Plk1 PBD phosphopeptide binding, fluorescence polarization; inhibition, %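 (tested at about 20 µM)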; 97,000 compounds, 0.13% hits; AID 693; in the data active = inhibition above about 34%, passing the limit was not always enough
Starred values were filed as active, the others as inactive; [ ] = dose if it differs, or a comment.

The first seven records, ahead of the listing:
Screening O=C1CC(c2ccccc2)Cc2nc3ncnn3cc21 (stereo not drawn) returned ERa SRC1 inh -9, Rev-RRE block 9, ERa SRC1 pot 92, FAK blocker 1, Mac1 fbg enh -3, CD11b adhes inh 23, ERb coact inh -12, PLK1 kinase inh -7 and Plk1 PBD FP -2.
For CCc1ccccc1NC(=O)c1nnn(CC(=O)Nc2cccc(C)c2C)c1N the results were ERa SRC1 inh 44[fluorescence artefact?], Rev-RRE block 5, ERa SRC1 pot 133, FAK blocker 3, ERb coact inh 16[fluorescence artefact?], PLK1 kinase inh -14 and Plk1 PBD FP 12.
`CCCS(=O)(=O)N1CCC(C(=O)NCC2CCCO2)CC1` (stereo not drawn) gave ERa SRC1 inh -6, Rev-RRE block 3, ERa SRC1 pot 107, FAK blocker -6, Mac1 fbg enh -3, CD11b adhes inh -5, ERb coact inh -9[fluorescence artefact?], PLK1 kinase inh -4 and Plk1 PBD FP -18.
Screening COCCN1CN=C(Nc2nc(C)c3ccc(C)cc3n2)NC1 returned ERa SRC1 inh 9, ERa SRC1 pot 89, Mac1 fbg enh -4, CD11b adhes inh 3 and ERb coact inh -2.
For CCOC(=O)N1CCN(S(=O)(=O)c2cc(OCC)ccc2OCC)CC1 the results were ERa SRC1 inh -3, Rev-RRE block -1, ERa SRC1 pot 139, FAK blocker 1, Mac1 fbg enh -6, CD11b adhes inh 4, ERb coact inh -6[fluorescence artefact?], PLK1 kinase inh -4 and Plk1 PBD FP -17.
For O=c1c2cnn(-c3ccccc3)c2ncn1Cc1cccnc1 the results were ERa SRC1 inh 1, Rev-RRE block -3, ERa SRC1 pot 100, FAK blocker -5, ERb coact inh 5, PLK1 kinase inh -3 and Plk1 PBD FP 2.
For CCS(=O)(=O)c1ccc2oc(SCC(=O)NCCC3=CCCCC3)nc2c1 the results were ERa SRC1 inh -2, Rev-RRE block 3, ERa SRC1 pot 106, FAK blocker -1, Mac1 fbg enh 7, CD11b adhes inh 0, ERb coact inh 4, PLK1 kinase inh -15 and Plk1 PBD FP -4.

Results, from the first entry:
Screening O=C1CC(c2ccccc2)Cc2nc3ncnn3cc21 (stereo not drawn) returned ERa SRC1 inh -9, Rev-RRE block 9, ERa SRC1 pot 92, FAK blocker 1, Mac1 fbg enh -3, CD11b adhes inh 23, ERb coact inh -12, PLK1 kinase inh -7 and Plk1 PBD FP -2.
For CCc1ccccc1NC(=O)c1nnn(CC(=O)Nc2cccc(C)c2C)c1N the results were ERa SRC1 inh 44[fluorescence artefact?], Rev-RRE block 5, ERa SRC1 pot 133, FAK blocker 3, ERb coact inh 16[fluorescence artefact?], PLK1 kinase inh -14 and Plk1 PBD FP 12.
`CCCS(=O)(=O)N1CCC(C(=O)NCC2CCCO2)CC1` (stereo not drawn) gave ERa SRC1 inh -6, Rev-RRE block 3, ERa SRC1 pot 107, FAK blocker -6, Mac1 fbg enh -3, CD11b adhes inh -5, ERb coact inh -9[fluorescence artefact?], PLK1 kinase inh -4 and Plk1 PBD FP -18.
Screening COCCN1CN=C(Nc2nc(C)c3ccc(C)cc3n2)NC1 returned ERa SRC1 inh 9, ERa SRC1 pot 89, Mac1 fbg enh -4, CD11b adhes inh 3 and ERb coact inh -2.
For CCOC(=O)N1CCN(S(=O)(=O)c2cc(OCC)ccc2OCC)CC1 the results were ERa SRC1 inh -3, Rev-RRE block -1, ERa SRC1 pot 139, FAK blocker 1, Mac1 fbg enh -6, CD11b adhes inh 4, ERb coact inh -6[fluorescence artefact?], PLK1 kinase inh -4 and Plk1 PBD FP -17.
For O=c1c2cnn(-c3ccccc3)c2ncn1Cc1cccnc1 the results were ERa SRC1 inh 1, Rev-RRE block -3, ERa SRC1 pot 100, FAK blocker -5, ERb coact inh 5, PLK1 kinase inh -3 and Plk1 PBD FP 2.
For CCS(=O)(=O)c1ccc2oc(SCC(=O)NCCC3=CCCCC3)nc2c1 the results were ERa SRC1 inh -2, Rev-RRE block 3, ERa SRC1 pot 106, FAK blocker -1, Mac1 fbg enh 7, CD11b adhes inh 0, ERb coact inh 4, PLK1 kinase inh -15 and Plk1 PBD FP -4.
Screening CC1(C)CC(=O)CC(C2(O)C(=O)N(Cc3ccccc3)c3ccccc32)O1 (stereo not drawn) returned ERa SRC1 inh 4, Rev-RRE block 6, ERa SRC1 pot 118, FAK blocker -2, Mac1 fbg enh -6, CD11b adhes inh 3, ERb coact inh 10, PLK1 kinase inh -3 and Plk1 PBD FP -24.
CN1C(=O)N(C)C2C1NC(=O)N2C (stereo not drawn) was read as ERa SRC1 inh -10, Rev-RRE block 10, ERa SRC1 pot 141, FAK blocker 3, Mac1 fbg enh -1, CD11b adhes inh -4, ERb coact inh -9, PLK1 kinase inh -5 and Plk1 PBD FP 1.
Cc1cccc(NC(=O)CSc2nc3ccccc3c3nc(CCc4c(C)n[nH]c4C)nn23)c1 was read as ERa SRC1 inh 67*[fluorescence artefact?], Rev-RRE block -1, ERa SRC1 pot 31[fluorescence artefact?], FAK blocker 4, Mac1 fbg enh 34, CD11b adhes inh 9, ERb coact inh 45[fluorescence artefact?], PLK1 kinase inh -6 and Plk1 PBD FP -22.
COc1cc(NC(=O)CS(=O)(=O)c2ccc(C)cc2)cc(OC)c1OC was read as ERa SRC1 inh -27, Rev-RRE block 1, ERa SRC1 pot 101, FAK blocker 0, Mac1 fbg enh 3, CD11b adhes inh 2, ERb coact inh -24[fluorescence artefact?], PLK1 kinase inh -8 and Plk1 PBD FP 17.
For COc1ccccc1CNc1ncnc2c1nnn2Cc1ccccc1 the results were ERa SRC1 inh -2[fluorescence artefact?], Rev-RRE block 9, ERa SRC1 pot 118, FAK blocker 4, Mac1 fbg enh -3, CD11b adhes inh -12, ERb coact inh -7, PLK1 kinase inh -2 and Plk1 PBD FP 9.
For O=C(Nc1ccc2c(c1)CCC2)c1cc(S(=O)(=O)N2CCN(c3ccccc3)CC2)ccc1Cl the results were Rev-RRE block 8, FAK blocker 0, Mac1 fbg enh 6, CD11b adhes inh -6, PLK1 kinase inh -9 and Plk1 PBD FP -20.
For Cc1cccc(N(CC(=O)NC2CCCC2)C(=O)CS(=O)CC(=O)Nc2ccc3c(c2)OCO3)c1 (stereo not drawn) the results were ERa SRC1 inh -11, ERa SRC1 pot 130, Mac1 fbg enh 0, CD11b adhes inh -7 and ERb coact inh -6.
`CC(C)(C)Cc1nc2ccccc2n1CCc1ccccc1` gave ERa SRC1 inh 6[fluorescence artefact?], Rev-RRE block 9, ERa SRC1 pot 108[fluorescence artefact?], FAK blocker 2, Mac1 fbg enh -7, CD11b adhes inh 3, ERb coact inh -6[fluorescence artefact?], PLK1 kinase inh -5 and Plk1 PBD FP 12.
Cc1cc(C(=O)c2ccccc2)nc2ccccc12 was read as Rev-RRE block 4, FAK blocker 1, Mac1 fbg enh -4, CD11b adhes inh 6, PLK1 kinase inh -16 and Plk1 PBD FP -14.
COc1ccc(-c2cc(C3CCN(c4cc(Cl)nc(N)n4)CC3)[nH]n2)cc1 was read as Rev-RRE block 16, FAK blocker 6, PLK1 kinase inh -14 and Plk1 PBD FP -15.
For CC1CC(C)CN(S(=O)(=O)c2cccc3cccnc23)C1 (stereo not drawn) the results were ERa SRC1 inh -4, ERa SRC1 pot 97, Mac1 fbg enh -5, CD11b adhes inh 12, ERb coact inh -4, PLK1 kinase inh -13 and Plk1 PBD FP -17.
O=C(CCOc1ccccc1)NCC(c1ccco1)N1CCCCC1 (stereo not drawn) was read as ERa SRC1 inh -4, Rev-RRE block 3, ERa SRC1 pot 114, FAK blocker -2, Mac1 fbg enh -3, CD11b adhes inh -4, ERb coact inh 2, PLK1 kinase inh 1 and Plk1 PBD FP 2.
Cc1ccc(N2CC(C(=O)NCc3cccs3)CC2=O)cc1 (stereo not drawn) was read as ERa SRC1 inh -2, Rev-RRE block 3, ERa SRC1 pot 142[fluorescence artefact?], FAK blocker -3, Mac1 fbg enh 2, CD11b adhes inh -12, ERb coact inh -2, PLK1 kinase inh -2 and Plk1 PBD FP -1.
For COc1ccc(C2C(C(C)=O)=C(O)C(=O)N2CCCn2ccnc2)cc1OC (stereo not drawn) the results were ERa SRC1 inh -4, ERa SRC1 pot 131, Mac1 fbg enh -5, CD11b adhes inh -7 and ERb coact inh -7.
CCCCc1nnc(NC(=O)C(C)Sc2nc(N)cc(=O)[nH]2)s1 (stereo not drawn) was read as ERa SRC1 inh 2[fluorescence artefact?], Rev-RRE block 6, ERa SRC1 pot 86, FAK blocker -1, Mac1 fbg enh -4, CD11b adhes inh -3, ERb coact inh 7, PLK1 kinase inh -8 and Plk1 PBD FP 5.
Screening Cc1ccc(C)c(NC(=O)C2C3CCCC2C3c2ccccc2)c1 (stereo not drawn) returned Rev-RRE block -3, FAK blocker 2, PLK1 kinase inh -11 and Plk1 PBD FP 7.
`O=C(O)C1CCCN1S(=O)(=O)c1ccccc1` (stereo not drawn) gave ERa SRC1 inh -7, Rev-RRE block 2, ERa SRC1 pot 95, FAK blocker 5, ERb coact inh -4, PLK1 kinase inh -9 and Plk1 PBD FP 1.
Screening CCn1c(NCc2ccco2)nc2c1c(=O)n(C)c(=O)n2C returned ERa SRC1 inh -6, Rev-RRE block 10, ERa SRC1 pot 98, FAK blocker -2, ERb coact inh 7, PLK1 kinase inh -4 and Plk1 PBD FP -29.
For Cc1ccc(CNc2ccc(Cl)cc2[N+](=O)[O-])cc1 the results were Rev-RRE block 15, FAK blocker 5, Mac1 fbg enh -1, CD11b adhes inh 6, PLK1 kinase inh -5 and Plk1 PBD FP -14.
C/C(CC(C)(C)C1CCCCC1)=N\NC(N)=S was read as ERa SRC1 inh -6, Rev-RRE block -5, ERa SRC1 pot 82, FAK blocker 2, Mac1 fbg enh 0, CD11b adhes inh -19, ERb coact inh 1, PLK1 kinase inh 1 and Plk1 PBD FP 17.
`Cc1ccccc1OC1C(=O)N(Cc2ccc3c(c2)OCO3)C1c1sccc1C` (stereo not drawn) gave Rev-RRE block 8, FAK blocker 1, PLK1 kinase inh -10 and Plk1 PBD FP 28.
`Cc1ccc(C)c(OCC(=O)NCCNC(=O)COc2cc(C)ccc2C)c1` gave ERa SRC1 inh -17, Rev-RRE block -2, ERa SRC1 pot 83, FAK blocker 3, ERb coact inh -15, PLK1 kinase inh -11 and Plk1 PBD FP -14.
For Cc1sc2ncnc(SCC#N)c2c1C the results were ERa SRC1 inh 76*[fluorescence artefact?], ERa SRC1 pot 97[fluorescence artefact?], Mac1 fbg enh 6, CD11b adhes inh 5 and ERb coact inh 48.
Screening c1ccc(-n2c(SCC3CCCCO3)nnc2-c2cnccn2)cc1 (stereo not drawn) returned ERa SRC1 inh -32, Rev-RRE block 5, ERa SRC1 pot 100, FAK blocker 0, Mac1 fbg enh -3, CD11b adhes inh 3, ERb coact inh -33, PLK1 kinase inh -11 and Plk1 PBD FP -11.
`Cc1ccccc1Cn1c([N+](=O)[O-])cnc1C` gave Rev-RRE block 5, FAK blocker 0, Mac1 fbg enh -3, CD11b adhes inh 1, PLK1 kinase inh -7 and Plk1 PBD FP -20.
O=C(CCNC(=O)Cn1ccc2ccccc2c1=O)NCCCN1CCN(c2ccc(F)cc2)CC1 was read as ERa SRC1 inh -4, Rev-RRE block -4, ERa SRC1 pot 128, FAK blocker -1, ERb coact inh -6, PLK1 kinase inh -5 and Plk1 PBD FP 2.
CCc1nnc(NC(=O)CSc2nc3c(c(=O)n2-c2ccccc2OC)SCC3)s1 was read as ERa SRC1 inh 5, ERa SRC1 pot 106, Mac1 fbg enh -1, CD11b adhes inh 10 and ERb coact inh 4.
